# L3MBTL1 inh = qHTS Assay for the Inhibitors of L3MBTL1. 230,000 compounds, 0.66% hits. Potency, µM (top dose mostly 57.1 µM), for inactives: at the top dose activity, negative = inhibition, actives largely listed as inhibitors. AlphaScreen L3MBTL1–H3K9me1 peptide binding. Lethal(3)malignant brain tumor-like protein 1 (Homo sapiens), Q9Y468; active = well fitted inhibition curve with a large enough effect; inconclusive = small, poorly fitted or top-dose-only effect; inactive = no such curve, though single readings can be large or run the other way; also: nearly all actives have a fitted effect of over 60% in size
# Target sequence (Q9Y468 whole entry, looked up): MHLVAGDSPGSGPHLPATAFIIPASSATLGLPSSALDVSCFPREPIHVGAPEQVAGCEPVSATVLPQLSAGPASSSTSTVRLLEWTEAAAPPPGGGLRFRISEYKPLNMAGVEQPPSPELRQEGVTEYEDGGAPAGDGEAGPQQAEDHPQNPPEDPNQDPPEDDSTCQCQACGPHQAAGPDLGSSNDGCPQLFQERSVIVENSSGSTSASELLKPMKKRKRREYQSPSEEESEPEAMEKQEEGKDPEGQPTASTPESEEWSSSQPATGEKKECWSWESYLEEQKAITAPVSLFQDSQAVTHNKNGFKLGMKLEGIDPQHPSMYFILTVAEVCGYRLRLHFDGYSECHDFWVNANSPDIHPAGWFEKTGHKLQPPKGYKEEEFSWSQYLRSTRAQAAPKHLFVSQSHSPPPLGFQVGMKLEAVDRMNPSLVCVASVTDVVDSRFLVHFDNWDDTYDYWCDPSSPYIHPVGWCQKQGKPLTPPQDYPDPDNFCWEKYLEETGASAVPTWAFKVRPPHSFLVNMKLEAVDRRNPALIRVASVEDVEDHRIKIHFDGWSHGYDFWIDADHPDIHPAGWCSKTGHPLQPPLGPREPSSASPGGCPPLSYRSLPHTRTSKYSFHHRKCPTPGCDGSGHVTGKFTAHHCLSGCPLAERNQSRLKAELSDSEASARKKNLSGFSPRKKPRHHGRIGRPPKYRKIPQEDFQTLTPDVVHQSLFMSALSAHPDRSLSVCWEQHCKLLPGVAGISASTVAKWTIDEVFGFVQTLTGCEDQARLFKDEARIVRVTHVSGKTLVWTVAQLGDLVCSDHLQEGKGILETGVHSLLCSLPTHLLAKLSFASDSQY
#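 L3MBTL1 50 nM + b-AHA-H3(1-15)K9me1 75 nM, 30 min RT; compound added, 30 min RT; streptavidin donor/Ni-chelate acceptor beads 10 ug/mL each final, 30 min RT dark; AlphaScreen read.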
# Starred values were filed as active, the others as inactive; ? = inconclusive; & = joins results of further samples; [ ] = dose if it differs, or a comment. % is scaled to controls: 0 for no effect and ±100 for the full control effect; potency is read from the fitted curve at half-maximal effect. Not all compounds are listed; the hit share may differ from the screen's.
SMILES,L3MBTL1 inh
Cc1cc(-c2ccccc2)n(-c2ccccc2)n1,29%
COc1cccc(CNS(=O)(=O)c2cc3c(cc2C)NC(=O)CO3)c1,8%
CCCn1cnc2scc(-c3ccc(C)c(C)c3)c2c1=O,1%
CC1CCCC(NC(=O)COC(=O)c2ccc([N+](=O)[O-])s2)C1C (centres undefined),?
CC(OC(=O)CC(C)c1ccccc1)C(=O)Nc1ccc(Cl)cn1 (centres undefined),24%
Cc1ccccc1C(=O)NC(CC(C)C)C(=O)NCC(C)(C)N1CCOCC1 (centres undefined),2%
O=C(CSc1ncccn1)Nc1cccc(S(=O)(=O)N2CCOCC2)c1,-2%
N#Cc1ccccc1COC(=O)c1cccc(S(=O)(=O)N2CCCC2)c1,8%
CCC1(C)NC(=O)N(CC(=O)Nc2cc(C)on2)C1=O (centres undefined),29%
COc1cc(NC(=O)COC(=O)c2ccc([N+](=O)[O-])s2)cc(OC)c1OC,?
CC(C)(C)OC(=O)NCc1ccc(CNC(=O)c2ncn(Cc3ccccc3)c2C(=O)NCc2ccc(CNC(=O)OC(C)(C)C)cc2)cc1,9%
O=C(COC(=O)CCNS(=O)(=O)c1cccs1)Nc1ccccc1,5%
C=CC[C@@H](CC(=O)N[C@@H](CO)Cc1ccccc1)C(=O)N[C@H](COC(=O)[C@@H](CC=C)CC(=O)OC(C)(C)C)Cc1ccccc1,-4%
COC(=O)c1ccc(NC(=O)COc2ccc(N(C)S(=O)(=O)c3ccc(C)cc3)cc2)cc1,3%
CC(=O)c1ccc(NC(=O)C(C)OC(=O)/C=C/c2ccco2)cc1 (centres undefined),-9%
O=C(Nc1nccs1)C1CC(=O)N(CCc2ccccc2)C1 (centres undefined),7%
CC#CCN1C=C(C(=O)OCC)C(C)N(Cc2ccc(Br)cc2)S1(=O)=O (centres undefined),6%
CCOC(=O)OC(C)OC(=O)[C@@H]1N2C(=O)[C@@H](NC(=O)[C@H](N)c3ccccc3)[C@H]2SC1(C)C (some centres undefined),5%
COCCn1c(SCC(=O)Nc2cc(C)cc(C)c2)nc2ccccc2c1=O,2%[2.29 µM]
O=C(COC(=O)c1cccc(S(=O)(=O)N2CCOCC2)c1)Nc1ccc(Cl)cn1,-1%
Cc1cc(C(=O)NNC(=O)C(CCC(N)=O)NS(=O)(=O)c2ccc(Cl)cc2)c(C)o1 (centres undefined),-2%
O=S1(=O)N[C@@H](Cc2ccccc2)COc2cc(Br)ccc21,10%
CCN(CC)S(=O)(=O)c1ccc(S(=O)(=O)Nc2c(C)nn(C)c2C)cc1,0%
CCn1nc(C(=O)NCc2nnc3ccccn23)c2ccccc2c1=O,0%
Cc1cccc(N2CCN(S(=O)(=O)c3ccc4[nH]c(=O)ccc4c3)CC2)c1C,-6%

# By substructure, those above with two or more sulfur atoms.
SMILES,L3MBTL1 inh
O=C(CSc1ncccn1)Nc1cccc(S(=O)(=O)N2CCOCC2)c1,-2%
O=C(COC(=O)CCNS(=O)(=O)c1cccs1)Nc1ccccc1,5%
CCN(CC)S(=O)(=O)c1ccc(S(=O)(=O)Nc2c(C)nn(C)c2C)cc1,0%

# (further entries)
SMILES,L3MBTL1 inh
O=[N+]([O-])c1ccccc1OCCN1CCOCC1,5%
CCCCNC(=S)Nc1cccc(S(=O)(=O)NC2=NCCC2)c1,0%
O=C(NCC(c1ccco1)N1CCc2ccccc21)c1cccc(F)c1 (centres undefined),-19%
Cc1cccc(NC(=O)CNC(=O)CN2C(=O)NC3(CCCc4ccccc43)C2=O)c1C (centres undefined),1%
O=C(CCC(=O)c1cccs1)NNC(=O)c1cc(Cl)ccc1Cl,2%
CCN1CCC(N2CCN(c3ccccc3OC)CC2)CC1,-10%
COc1cc(CCCN[C@H](CN)Cc2ccccc2)cc(OC)c1OC,-17%
COc1ccc(-c2c(C#Cc3ccsc3)c3cc(-c4ccc(CN5CCOCC5)cc4)ccc3n2C)cc1,2%
O=C(NCCc1ccc(Cl)cc1)C1CCCN1C(=O)NCc1ccccc1 (centres undefined),11%
CN(C)C(=O)CCc1ccc2c3c([nH]c2c1)[C@]1(CCC2CCCC2)[C@@H](C(=O)N2CCOCC2)C[C@H](CC(=O)NCCN2CCOCC2)C(=O)N1CC3,-14%
O=C1CCc2cc(S(=O)(=O)Nc3ccccc3F)cc3c2N1CCC3,10%
CCOC(=O)c1ccc(S(=O)(=O)NCCNCc2ccccc2)cc1,-1%
CCOCCn1c(CN2CCN(CCO)CC2)nc2c1c(=O)n(C)c(=O)n2C,12%
CC(OC(=O)c1ccc(Cl)nc1)C(=O)N1CCc2ccccc21 (centres undefined),-13%
CC(CCc1ccc(O)cc1)NC1c2ccccc2-c2ccccc21 (centres undefined),-12%[2.29 µM]
C=CCOc1ccc(C2C3=C(CCCC3=O)N(CC(=O)O)C3=C2C(=O)CCC3)cc1OCC,-6%
O=C(/C=C/c1cccc(Cl)c1Cl)OCC(=O)N1CCOCC1,4%
CCOc1ccc(CN(C)C(=O)CCNC(=O)c2ccco2)cc1,2%
CC1CN(C(=S)Nc2cccc(Cl)c2)CC(C)O1 (centres undefined),-8%
CCN(C1CCCCC1)S(=O)(=O)c1cc2c3c(c1)CCN3C(=O)CC2,4%
CC(=O)Nc1ccc(S(=O)(=O)NCCC(=O)NCCCc2ccccc2)cc1,0%
Cc1cc(C)nc(NNS(=O)(=O)c2ccc(Cl)cc2)n1,2%
CCOCCCn1c(SCC(=O)Nc2oc(C)c3c(C)n[nH]c(=O)c23)nnc1-c1ccncc1,3%
O=C(NCCc1ccc(C(F)(F)F)cc1)C1CC(=O)N(c2ccc3c(c2)OCCO3)C1 (centres undefined),3%
O=c1[nH]cc(N=Cc2cc(Cl)cc(Cl)c2O)c(=O)[nH]1,-5%

# Additional entries
SMILES,L3MBTL1 inh
NC(=O)C1CCN(C(=O)C(Cc2ccccc2)NC(=O)c2ccccc2)CC1 (centres undefined),1%
COC(=O)[C@]1(C)N[C@H](CN(C)C(=O)Nc2ccc(OC)cc2)[C@@H]2C(=O)N(C)C(=O)[C@@H]21,8%
O=C(OCC(=O)N1CCOCC1)c1cnc(Cl)c(Cl)c1,5%
Cc1ccc(S(=O)(=O)N2CCCCC2)cc1NC(=O)Cc1cccs1,-8%
COc1ccc(C(CNC(=O)C2CC(=O)N(Cc3ccccc3)C2)N2CCOCC2)cc1 (centres undefined),3%
CC12CCC(=O)N1C(C(=O)Nc1ccccc1F)CS2 (centres undefined),2%
Cc1cccc(C(=O)NNC(=O)c2ccccc2O)c1,1%
Cc1ccc(C(=O)OCC(=O)Nc2ccc(Cl)cn2)s1,4%
O=C(Nc1cccc(S(=O)(=O)N2CCOCC2)c1)c1ccc(N2CCCC2=O)cc1,1%
COc1ccccc1NC(=O)COC(=O)c1cc([N+](=O)[O-])ccc1N1CCCC1,-11%
COCC(C)n1c(C)cc(C(=O)COC(=O)c2cnc(Cl)c(Cl)c2)c1C (centres undefined),-5%
Cc1nc2ccc(Br)cn2c1C(=O)N/N=C\c1ccccc1Cl,5%[2.29 µM]
Cc1ccc2c(c1)c1c3n2CCNC3CCC1 (centres undefined),-5%&-5%
Cc1ccc(S(=O)(=O)NCCC2=CCCCC2)cc1,13%
CC1C(=O)N2CCCc3cc(NC(=O)c4ccccc4C(F)(F)F)cc1c32 (centres undefined),-2%
C=CCn1c(NCc2cc(Cl)ccc2O)nc2ccccc21,7%
CC(OC(=O)CN1C(=O)c2ccccc2C1=O)C(=O)NC1(C#N)CCCCC1 (centres undefined),-8%
CC(C)[C@H](NC(N)=O)C(=O)Nc1cccc(S(=O)(=O)NC2=NCCCCC2)c1,11%
Brc1ccc(N=NNc2ccccc2)cc1,-17%
COc1cc(/C=C/C(=O)Nc2cccc(S(=O)(=O)NC3=NCCCCC3)c2)ccc1OCC#N,-5%
O=C(CN1CCN(C(=O)C2CCC2)CC1)Nc1ccc(F)cc1,4%
CCCC(C(=O)Nc1ccc(C)c(S(=O)(=O)N2CCOCC2)c1)c1ccccc1 (centres undefined),7%
COc1ccc(NC(=O)CN(c2ccc(F)cc2)S(=O)(=O)c2ccccc2)c(OC)c1,-3%
Cc1ccc(S(=O)(=O)Nc2ccc(Cl)cn2)cc1,-1%
C#CCOCCOCCOCCNc1nc(N2CCN(C(=O)[C@H](CCCCN)n3cc([C@@H](N)CO)nn3)CC2)nc(N2CCN(C(=O)[C@H](CCCCN)n3cc([C@@H](N)CC(C)C)nn3)CC2)n1,1%

# Remaining list, next part
SMILES,L3MBTL1 inh
COc1cc(/C=C/C(=O)c2ccc3c(c2)OCO3)cc(OC)c1OC,-5%
COc1ccccc1CN1CCCC(CN(CCN(C)C)C(=O)c2ccc(C)cc2)C1 (centres undefined),0%
COc1ccccc1CNC(=O)C1CSC2(C)CCC(=O)N12 (centres undefined),-4%
Fc1ccccc1/C=N/N1CCN(Cc2ccccc2Cl)CC1,-2%[2.29 µM]
CCN(CC)S(=O)(=O)c1ccc2[nH]c(=O)cc(C(=O)N(C)C3CCS(=O)(=O)C3)c2c1 (centres undefined),2%
CCOCCn1[nH]c2ccccc2c1=O,-10%
CC(OC(=O)C1CCC1)C(=O)Nc1cc(Cl)cc(Cl)c1 (centres undefined),8%
O=C(COC(=O)/C=C/c1cccc(F)c1)Nc1ccc2[nH]c(=O)[nH]c2c1,-3%
CCOC(=O)c1[nH]c(C)c(C(=O)OCC(=O)NCc2ccc(Cl)cc2)c1C,2%
Cc1ccc(C2(C)NC(=O)N(CC(=O)Nc3ccc(Cl)c(S(=O)(=O)N4CCCCC4)c3)C2=O)cc1 (centres undefined),-9%
O=C(NC1CCC(O)CC1)C1CCN(S(=O)(=O)c2c(Cl)cccc2Cl)CC1 (centres undefined),2%
Cc1cccc(NC(=O)CCc2ccccc2)c1C,10%
Cc1cc(F)ccc1S(=O)(=O)Nc1ccc(C(=O)N2CCCCC2)cc1,3%
CCOc1ccc(S(=O)(=O)N2CCC(C(=O)NCc3ccccc3CN3CCCC3)CC2)cc1,-2%
Cc1ccc(NC(=O)CCN2CC(C)OC(C)C2)cc1C (centres undefined),2%
CCN(CC(=O)Nc1c(F)cccc1F)C(=O)c1cc(S(=O)(=O)N(C)C)ccc1N1CCCC1,-5%
O=S1(=O)c2ccccc2OC(COCc2ccccc2)CN1Cc1ccccc1 (centres undefined),-2%
O=C(CCC(=O)N1CCSc2ccccc21)NCc1ccc(Cl)cc1,-2%
COc1ccccc1CNC(=O)CSc1nc2c(oc3ccccc32)c(=O)n1CC1CCCO1 (centres undefined),-16%
COc1ccc(-c2csc3ncnc(N4CCN(S(=O)(=O)c5ccc(Cl)s5)CC4)c23)cc1,-12%
Cc1ccc(S(=O)(=O)NCCC(=O)N2CCOCC2)cc1C,0%
CCOC(=O)Cc1csc(N/N=C\c2ccccc2OC)n1,-3%
COc1cc(C)c(S(=O)(=O)n2c([N+](=O)[O-])cnc2C)cc1C,-2%[2.29 µM]
N#CC[C@H](Cc1ccccc1)N1CC[C@@H](NC(=O)OCc2ccccc2)CCC1=O,1%
CCCCCCc1cc2cc(/C(N)=N/NC(=O)c3ccncc3)c(=O)oc2cc1O,3%

# (next part)
SMILES,L3MBTL1 inh
CC(=O)NCCC(=O)Nc1cc(S(=O)(=O)N2CCOCC2)ccc1N1CCCC1,4%
COC(=O)Oc1ccc(/C=N/NS(=O)(=O)c2ccccc2)cc1OC,-8%[2.29 µM]
CN(CCCC(=O)O)S(=O)(=O)c1ccc2c(c1)C(=O)c1cc(S(=O)(=O)N(C)CCCC(=O)O)ccc1-2,0%
Cc1c(Cl)cccc1NC(=O)c1ccccc1-c1ccccc1C(=O)O,0%
O=C(Nc1nc2c(F)cc(F)cc2s1)C1CCN(C(=O)c2ccc(F)cc2)CC1,8%
CC1CCN(C(=O)COC(=O)Cn2cnc3c2c(=O)n(C)c(=O)n3C)CC1,12%
CC(C)CCN(C(=O)c1ccncc1)c1c(N)n(Cc2ccccc2)c(=O)[nH]c1=O,3%
Cc1ccn2c(=O)nc(SCC(=O)c3ccccc3)nc2c1,?
CCCCN1CCNC[C@@H]1Cc1ccccc1,9%
COC(=O)c1ccc(OC(=O)C2CSC3(C)CCC(=O)N23)cc1 (centres undefined),10%
CCOc1ccc(CCNC(=O)COC(=O)CNC(=O)c2ccc(Br)o2)cc1OCC,-1%
CCCCn1c(N)c(N(CC(C)C)C(=O)c2cccs2)c(=O)[nH]c1=O,-7%
COc1cc(C(=O)NCc2cccc(Cl)c2)ccc1OCC(=O)N1CCOCC1,3%
O=C(c1cccc(S(=O)(=O)N2CCOCC2)c1)N1CCCC(C(F)(F)F)C1 (centres undefined),1%

# Reprinted at random: 6 entries already listed, in no set order.
SMILES,L3MBTL1 inh
COC(=O)c1ccc(OC(=O)C2CSC3(C)CCC(=O)N23)cc1 (centres undefined),10%
CCOc1ccc(CCNC(=O)COC(=O)CNC(=O)c2ccc(Br)o2)cc1OCC,-1%
CN(CCCC(=O)O)S(=O)(=O)c1ccc2c(c1)C(=O)c1cc(S(=O)(=O)N(C)CCCC(=O)O)ccc1-2,0%
CCCCn1c(N)c(N(CC(C)C)C(=O)c2cccs2)c(=O)[nH]c1=O,-7%
CCCCN1CCNC[C@@H]1Cc1ccccc1,9%
Cc1c(Cl)cccc1NC(=O)c1ccccc1-c1ccccc1C(=O)O,0%

# Looked up above:
# CCCCn1c(N)c(N(CC(C)C)C(=O)c2cccs2)c(=O)[nH]c1=O @ L3MBTL1 inh: -7%
# CC(C)CCN(C(=O)c1ccncc1)c1c(N)n(Cc2ccccc2)c(=O)[nH]c1=O @ L3MBTL1 inh: 3%
# COC(=O)Oc1ccc(/C=N/NS(=O)(=O)c2ccccc2)cc1OC @ L3MBTL1 inh: -8%[2.29 µM]
# CC1CCN(C(=O)COC(=O)Cn2cnc3c2c(=O)n(C)c(=O)n3C)CC1 @ L3MBTL1 inh: 12%

# Bioassay records as filed in PubChem.
